KAT2A inh – blocks human GCN5L2 histone acetyltransferase. GCN5L2 HAT assay, ThioGlo1 CoA-SH fluorescence. Potency, µM (highest dose often 58.9 µM), for inactives: top-dose activity change, negative = inhibition, actives largely listed as inhibitors. 0.21% of 390,000 active. AID 504327
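qHTS, 1536-well. 20nM enzyme, pH 7.5 HEPES/EDTA/Tween-20 buffer; 15 min compound preinc., RT. Start: 75uM H3(1-25), 70uM AcCoA, 50uM ThioGlo1. Read Ex340/Em540 at t=0 (autofluorescence flag) and t=20 min.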
FEN1 inh – inhibitors of human flap endonuclease 1; P39748; Recombinant FEN1 flap cleavage, fluorescence, 15 min; Potency, µM (series often up to 114 µM), for inactives: at the highest dose activity change, negative = inhibition, hits mostly inhibitors; 0.35% of 390,000 active; note: nearly all actives have a fitted effect of over 65% in size
Target sequence (P39748 whole entry, looked up): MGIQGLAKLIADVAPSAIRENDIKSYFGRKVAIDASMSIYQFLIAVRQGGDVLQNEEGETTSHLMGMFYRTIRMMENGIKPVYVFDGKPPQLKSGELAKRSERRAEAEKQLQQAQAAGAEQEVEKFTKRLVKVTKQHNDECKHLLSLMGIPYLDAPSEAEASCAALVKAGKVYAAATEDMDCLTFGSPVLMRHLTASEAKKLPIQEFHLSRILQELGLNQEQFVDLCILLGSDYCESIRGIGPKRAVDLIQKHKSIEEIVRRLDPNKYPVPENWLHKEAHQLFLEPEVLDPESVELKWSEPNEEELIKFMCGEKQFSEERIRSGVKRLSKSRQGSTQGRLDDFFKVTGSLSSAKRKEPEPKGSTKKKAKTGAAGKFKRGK
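FEN1 at 10 nM preincubated with compounds 15 min at room temperature, then flap DNA substrate added at 50 nM final. Signal read at 0 and 15 min; concentration-response fitted with four-parameter Hill equation.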
N370S GC – N370S glucocerebrosidase modulation, Gaucher chaperone candidate; 0.092% of 330,000 active; N370S GC spleen homogenate, 4MU-glucoside fluorescence; P04062; Potency, µM (series often up to 59.4 µM), for inactives: top-dose activity change, negative = inhibition, hits mostly inhibitors;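 note: 0% = full enzyme activity and -100% = no enzyme basal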
* marks the source's active call; other numbers are inactive results; ? = inconclusive; . = not tested or not shown; & = joins results of further samples; [ ] = remark or other dose. Calls come from the whole dose curve; as a rule, active = well fitted curve in the direction sought with a large enough effect; inconclusive = small, poorly fitted or top-dose-only effect, or another doubt; inactive = no such curve, though single readings can be large; an effect the other way counts as inactive or inconclusive. Unless noted, % is set by controls: 0 for no effect and ±100 for the full control effect; potency is the fitted concentration of half-maximal effect. Rows were taken by chance (roughly 0.54% active in at least one column).

A first look:
cpd	KAT2A inh	FEN1 inh	N370S GC	canonical_smiles
1	-5%	17%	1%	Cc1ccc(-c2c(CC(=O)O)c(C)nc3sc4c(c23)CCCC4)cc1
2	0%	6%	1%	CCc1ccc(NC(=O)C2CC(=O)N(C(C)C)C2)cc1 (stereo not drawn)
3	-13%	-1%	22%	Cc1ccn2c(C=O)c(-c3ccc(F)cc3)c(C=O)c2c1
4	-4%	-4%	-1%	Cc1ccc(C(=O)N2CCN(c3ncccn3)CC2)cc1S(=O)(=O)N1CCCCC1
5	-9%	9%	-8%	CCN(Cc1ccccc1)C(=O)CN1C(=O)c2ccccc2C1=O
6	2%	0%	-6%[2.35 µM]	COCCNC(=O)CN(c1ccc(C)cc1)S(=O)(=O)c1ccccc1
7	-1%	15%	-2%	COC(=O)c1ccc(NC(=O)c2ccc(N(C)S(C)(=O)=O)cc2)cc1
8	0%	12%	2%	COCCCN1C(=O)C(=O)/C(=C(/O)c2ccccc2)C1c1ccc2c(c1)OCO2 (stereo not drawn)
9	-1%	4%	3%	Cc1ccc(NC(=S)NC(=O)C2CC2)cc1Cl
10	-10%	15%	.	COc1ccc2c(c1)[C@@H]1[C@H](CO2)[C@H](c2ccccc2)[C@]2(C)C(=O)NCC(=O)N12
11	-8%	-15%	24%	Oc1c(C=NCc2ccccc2)sc2ccccc12
12	-19%&-24%	.	-7%&-6%	COc1cccc(CNc2ccc3nc(-c4ccc(N)cc4)c(OC)n3n2)c1
13	-3%	-6%	3%	CC(=O)COc1ccc2c(C)c(-c3ccccc3)c(=O)oc2c1
14	-6%	.	17%	CC(C)=CCc1c(O)cc2oc(C)cc(=O)c2c1O
15	-1%	-3%	6%	CCCCOCCCNC(=O)C1CCCCC1
16	-4%	-15%	-3%	C/C(=N\O)c1cc(Cl)ccc1O

The whole of this part (from the top)
cpd	KAT2A inh	FEN1 inh	N370S GC	canonical_smiles
1	-5%	17%	1%	Cc1ccc(-c2c(CC(=O)O)c(C)nc3sc4c(c23)CCCC4)cc1
2	0%	6%	1%	CCc1ccc(NC(=O)C2CC(=O)N(C(C)C)C2)cc1 (stereo not drawn)
3	-13%	-1%	22%	Cc1ccn2c(C=O)c(-c3ccc(F)cc3)c(C=O)c2c1
4	-4%	-4%	-1%	Cc1ccc(C(=O)N2CCN(c3ncccn3)CC2)cc1S(=O)(=O)N1CCCCC1
5	-9%	9%	-8%	CCN(Cc1ccccc1)C(=O)CN1C(=O)c2ccccc2C1=O
6	2%	0%	-6%[2.35 µM]	COCCNC(=O)CN(c1ccc(C)cc1)S(=O)(=O)c1ccccc1
7	-1%	15%	-2%	COC(=O)c1ccc(NC(=O)c2ccc(N(C)S(C)(=O)=O)cc2)cc1
8	0%	12%	2%	COCCCN1C(=O)C(=O)/C(=C(/O)c2ccccc2)C1c1ccc2c(c1)OCO2 (stereo not drawn)
9	-1%	4%	3%	Cc1ccc(NC(=S)NC(=O)C2CC2)cc1Cl
10	-10%	15%	.	COc1ccc2c(c1)[C@@H]1[C@H](CO2)[C@H](c2ccccc2)[C@]2(C)C(=O)NCC(=O)N12
11	-8%	-15%	24%	Oc1c(C=NCc2ccccc2)sc2ccccc12
12	-19%&-24%	.	-7%&-6%	COc1cccc(CNc2ccc3nc(-c4ccc(N)cc4)c(OC)n3n2)c1
13	-3%	-6%	3%	CC(=O)COc1ccc2c(C)c(-c3ccccc3)c(=O)oc2c1
14	-6%	.	17%	CC(C)=CCc1c(O)cc2oc(C)cc(=O)c2c1O
15	-1%	-3%	6%	CCCCOCCCNC(=O)C1CCCCC1
16	-4%	-15%	-3%	C/C(=N\O)c1cc(Cl)ccc1O
17	-10%	?	1%	Cc1c(C(=O)NC(=S)Nc2ccccc2N2CCCC2)cccc1[N+](=O)[O-]
18	-10%	-3%	-12%	O=C(NNc1ccc([N+](=O)[O-])cc1)Nc1ccccc1
19	-9%	8%	5%	O=C1C2C3C=CC(CNS(=O)(=O)c4ccccc4)(O3)C2C(=O)N1c1ccc(Cl)cc1 (stereo not drawn)
20	2%	10%	-13%	CCOC(=O)N1CCN(S(=O)(=O)c2ccc(C)cc2)CC1
21	-9%	.	5%	O=C(NC(=S)Nc1ccccc1F)C1CCCCC1
22	-5%	-24%	6%	COc1ccccc1-c1cc(C(=O)NC(C)c2ccccc2)no1 (stereo not drawn)
23	-1%	2%	-4%	Cc1ccc(NC(=O)c2ccco2)c(NC(=O)c2ccccc2C)c1
24	-5%	12%	-16%	Cc1cccc(NC(=O)c2cc(S(=O)(=O)N3CCCC3)cn2C)c1
25	-6%	7%	1%	Cc1ccc2cc(C#N)c(N3CCCN(C(=S)NCCCN(C)C)CC3)nc2c1
26	4%	5%	?	O=C(NCc1ccccc1)c1ccc(CN2CCOCC2)cc1
27	-5%	3%	0%	COc1ccc(N2CC(C(=O)N3CCN(c4ccccc4OC)CC3)CC2=O)cc1 (stereo not drawn)
28	9%	3%	-16%	CCCOC(=O)c1ccc(NC(=O)c2cnccn2)cc1
29	-6%	-16%	-8%	COC(=O)CSc1nnc(CNC(=O)c2ccc(S(=O)(=O)N3CCCCC3)cc2)n1C
30	-1%	3%	13%	CCCOc1cccc(C(=O)N(Cc2ccc(OC)c(OC)c2)C2CCS(=O)(=O)C2)c1 (stereo not drawn)
31	-5%	17%	.	COc1ccc(C)cc1NC(=O)COC(=O)CCC(=O)c1cccs1
32	-1%	12%	-7%	Fc1cc(F)c(F)c(SCn2cc(Br)cn2)c1F
33	-12%	0%	-2%	CC1(C)Oc2ccc3ccc(=O)oc3c2/C(=C/NCCO)C1=O
34	0%	-2%	4%	Clc1ccc(Oc2nc(Oc3ccc(Cl)cc3)nc(N3CCOCC3)n2)cc1
35	-8%	12%	4%	Cc1noc(C(=O)NCc2ccc(F)cc2)c1Cl
36	1%	.	-4%	CC[C@H](C)[C@H](NC(=O)CNC(=O)[C@H](CCCNC(=N)N)NC(=O)[C@H](CO)NC(=O)[C@H](C)NC(=O)[C@H](Cc1ccc(O)cc1)NC(=O)[C@H](Cc1c[nH]c2ccccc12)NC(=O)[C@H](C)NC(=O)[C@@H]1CCCN1C(=O)[C@H](CC(N)=O)NC(=O)[C@@H](NC(=O)[C@H](CC(=O)O)NC(=O)[C@@H]1CCCN1C(=O)[C@@H](NC(=O)[C@H](CCCNC(=N)N)NC(=O)[C@@H](NC(=O)[C@H](CCC(=O)O)NC(=O)[C@H](CCSC)NC(=O)[C@H](CO)NC(=O)[C@H](Cc1cnc[nH]1)NC(=O)[C@H](CCCNC(=N)N)NC(=O)[C@H](Cc1cnc[nH]1)NC(=O)[C@@H](NC(=O)[C@H](CCCNC(=N)N)NC(=O)[C@@H](N)CO)[C@@H](C)O)[C@@H](C)CC)[C@@H](C)O)[C@@H](C)CC)C(=O)N[C@@H](CCCNC(=N)N)C(=O)N1CCC[C@H]1C(=O)N[C@H](C(=O)NCC(=O)N[C@@H](CCCNC(=N)N)C(=O)N[C@@H](Cc1ccccc1)C(N)=O)C(C)C
37	-4%	-3%	-2%	COc1ccc(N2CCN(C3CCCN(S(=O)(=O)c4ccc(C)cc4C)C3)CC2)cc1 (stereo not drawn)
38	-5%	5%	-1%	Cc1nc2cc(NC(=O)NCc3ccc4c(c3)OCO4)ccc2o1
39	-9%	4%	-1%	CCc1nc2ccccc2c(C(=O)OCC(=O)N2CC(C)OC(C)C2)c1C (stereo not drawn)
40	-8%	-3%	1%	COc1ccc(OC)c(S(=O)(=O)N/N=C\c2cn(CC(N)=O)c3ccccc23)c1
41	-7%	-4%	3%	CCn1nc(C(=O)OC2CCOC2=O)c2ccccc2c1=O (stereo not drawn)
42	-5%	-5%	-6%	Cn1cc(Cl)cc(C(=O)Nc2ccccc2)c1=O
43	-5%	-4%	11%	COCCCNc1oc(-c2ccccc2OC)nc1C#N
44	-6%	22%	3%	CCN(CC)Cc1c(C(=O)N/N=C/c2ccco2)nnn1-c1nonc1N
45	-3%	-1%	2%	Cc1ccc(S(=O)(=O)CCSC(=N)N)cc1
46	-23%	.	-7%	COc1ccc(-c2nc3cnc(Nc4ccccc4)nc3n(C[C@H]3CCCO3)c2=O)cc1
47	-10%	1%	-3%	Cc1[nH]n(-c2ccc(F)cc2)c(=O)c1C=Nc1ccc(S(=O)(=O)N(C)C)cc1
48	-5%	1%	0%	Cc1ccc(S(=O)(=O)Nc2cc(=O)[nH]c(SCC(=O)Nc3ccccc3C(F)(F)F)n2)cc1
49	12%	32%	7%	CCC12C(=O)C(CC)(C(c3ccccc3)=C1c1ccccc1)[C@@H]1C(=O)N(c3ccccc3)C(=O)C12 (stereo partly drawn)
50	-14%	.	2%	O=C(NC1=NCCS1)c1cccc(S(=O)(=O)N2CCCCC2)c1

In a second layout: entries from further up.
[35] Cc1noc(C(=O)NCc2ccc(F)cc2)c1Cl
  KAT2A inh: -8%
  FEN1 inh: 12%
  N370S GC: 4%

[30] CCCOc1cccc(C(=O)N(Cc2ccc(OC)c(OC)c2)C2CCS(=O)(=O)C2)c1 (stereo not drawn)
  KAT2A inh: -1%
  FEN1 inh: 3%
  N370S GC: 13%

Assay outcomes deposited in PubChem by National Center for Advancing Translational Sciences (NCATS).
